JMJD2A Tudor – qHTS Assay for Inhibitors of JMJD2A-Tudor Domain | Lysine-specific demethylase 4A (Homo sapiens), O75164 | AlphaScreen JMJD2A-Tudor / H3K4me3 peptide binding | Potency, µM (doses to about 114 µM), without a hit: top-dose activity change, negative = inhibition, actives largely listed as inhibitors | hit rate 4.4% among 390,000 | AID 504339, 2011; note: potency is the fitted concentration of half-maximal effect; % is set by controls: 0 for no effect and ±100 for the full control effect; nearly all actives have a fitted effect of over 50% in size
BAZ2B inh – qHTS Assay for Inhibitors of BAZ2B; Potency, µM (series often up to 114 µM), for inactives: at the top dose activity change, negative = inhibition, actives largely listed as inhibitors; AlphaScreen BAZ2B-H3K14Ac peptide displacement; hit rate 4.4% among 360,000; note: potency is the fitted concentration of half-maximal effect; % is set by controls: 0 for no effect and ±100 for the full control effect; nearly all actives have a fitted effect of over 60% in size
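Complex of BAZ2B and biotin-H3K14Ac (50 nM apiece) forms over 30 min at RT, then faces library compounds up to 110 uM for another 30 min; AlphaScreen beads added, 20 min dark incubation, luminescence read.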
PGK inhibitor – qHTS Assay to Find Inhibitors of Phosphoglycerate Kinase | AID 602233, 2012 | Potency, µM (series often up to 57.5 µM), for the others: at the highest dose activity change, negative = inhibition, most hits filed as inhibitors | Phosphoglycerate kinase, glycosomal (Trypanosoma brucei brucei), P07378 | PGK/GAPDH coupled, Kinase-Glo luminescence, 60 min | hit rate 0.043% among 380,000; note: potency is the fitted concentration of half-maximal effect; % is set by controls: 0 for no effect and ±100 for the full control effect; nearly all actives have a fitted effect of over 60% in size
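Recombinant glycosomal PGK reaction used 1,3-bisphosphoglycerate generated in-well by GAPDH (100nM final) in 100mM TEA pH 7.6, 5mM MgCl2, 0.01% Tween-20. After 60 minutes at room temperature, ATP was read by Kinase-Glo Plus luminescence end-point.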
PI4K2A block – qHTS for small molecular inhibitors of PI4K2A; purified PI4K2A, ADP-Glo luminescence, 1 h; hits give low values; AID 1346378, 2018; hit rate 0.13% among 420,000; Phosphatidylinositol 4-kinase type 2-alpha (Homo sapiens), Q9BTU6; activity change, negative = inhibition, % at 76.9 µM; in the data active = activity change below about -50%; inconclusive = mostly about -30% to -49%;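 note: -100% = wells without enzyme as full effect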
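In this quantitative HTS, ADP production by PI4K2A was quantified luminescently after 1 h at ambient temperature; 100 microM adenosine served as plate-quality control.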
POLH inh – qHTS for Inhibitors of Polymerase Eta. recombinant Pol eta, fluorescent DNA replication assay. Potency, µM (titrated, usually from 114 µM), for the others: top-dose activity change, negative = inhibition, actives largely listed as inhibitors. hit rate 1.2% among 390,000; note: potency is the fitted concentration of half-maximal effect; % is set by controls: 0 for no effect and ±100 for the full control effect
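Pol eta (10 nM) was preincubated with compounds for 15 min at room temperature, after which fluorescent replication substrate (50 nM final) was added to start the reaction. Fluorescence was read kinetically at 0 and 10 min.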
GLS inh – qHTS for Inhibitors of Glutaminase (GLS). Potency, µM (titrated, usually from 45.5 µM), without a hit: at the highest dose activity change, negative = inhibition, actives largely listed as inhibitors. hit rate 0.21% among 410,000. GLS enzymatic activity, qHTS titration. Glutaminase kidney isoform, mitochondrial (Homo sapiens), O94925; note: potency is the fitted concentration of half-maximal effect; % is set by controls: 0 for no effect and ±100 for the full control effect
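hKGA in 45 mM KH2PO4 (pH 8.2), 0.02% Tween-20 with compound, then 1mM L-Glutamine (stock as added) plus glutamate oxidase/HRP/Amplex red coupling mix. Fluorescence read initially and after 30 min at RT; signal change reflects glutamate formation.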
Pin1 inh – qHTS Assay to Find Inhibitors of Pin1 | Peptidyl-prolyl cis-trans isomerase NIMA-interacting 1 (Homo sapiens), Q13526 | Pin1 FP peptide displacement, HiFluor488, 10 min | AID 504891, 2011 | Potency, µM (titrated, usually from 115 µM), without a hit: at the top dose activity, negative = inhibition, usual class: inhibitors | hit rate 0.009% among 390,000; active = well fitted inhibition curve with a large enough effect in the polarisation, with a control signal flat, not every such curve was filed as active; inconclusive = small, poorly fitted or top-dose-only effect, or effect the other way, or a change in a side signal; inactive = no such curve, though single readings can be large or run the other way; the % refers to the polarisation; note: potency is the fitted concentration of half-maximal effect; % is set by controls: 0 for no effect and ±100 for the full control effect
Target sequence (Q13526 whole entry, looked up): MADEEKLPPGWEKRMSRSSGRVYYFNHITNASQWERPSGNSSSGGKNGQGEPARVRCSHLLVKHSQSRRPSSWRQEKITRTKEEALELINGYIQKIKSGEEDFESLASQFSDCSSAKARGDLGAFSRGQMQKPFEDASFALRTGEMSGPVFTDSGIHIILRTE
G9a block – qHTS Assay for Inhibitors of Histone Lysine Methyltransferase G9a; G9a H3K9 monomethylation, AlphaScreen, 2 h; Histone-lysine N-methyltransferase EHMT2 (Homo sapiens), Q96KQ7; hit rate 8.8% among 350,000; Potency, µM (series often up to 102 µM), inactives show at the top dose activity, negative = inhibition, actives largely listed as inhibitors; note: potency is the fitted concentration of half-maximal effect; % is set by controls: 0 for no effect and ±100 for the full control effect; nearly all actives have a fitted effect of over 75% in size
Target sequence (Q96KQ7 913-1193 limits assumed): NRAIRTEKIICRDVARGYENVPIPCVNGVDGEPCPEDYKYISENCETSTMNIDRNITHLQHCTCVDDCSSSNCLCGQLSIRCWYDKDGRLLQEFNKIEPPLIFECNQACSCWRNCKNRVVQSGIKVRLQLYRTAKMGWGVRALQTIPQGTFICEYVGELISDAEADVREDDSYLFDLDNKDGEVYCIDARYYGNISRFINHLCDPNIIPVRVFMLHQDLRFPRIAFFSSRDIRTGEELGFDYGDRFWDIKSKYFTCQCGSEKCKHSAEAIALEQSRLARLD
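Quantitative HTS format: methyltransferase activity on a biotin-tagged H3K9 peptide is measured by AlphaScreen, using a rabbit anti-monomethyl-H3K9 antibody with streptavidin donor and anti-IgG acceptor beads. Final levels are 20 nM enzyme, 500 nM peptide, 20 uM SAM; 2 h RT.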
HP1b binding inh – HTS for Inhibitors of HP1-beta Chromodomain Interactions with Methylated Histone Tails; Potency, µM (doses to about 114 µM), for inactives: top-dose activity change, negative = inhibition, most hits filed as inhibitors; AlphaScreen HP1-beta / biotin-H3K9me3 peptide binding; Chromobox protein homolog 1 (Homo sapiens), P83916; AID 540317, 2011; hit rate 0.56% among 390,000; note: potency is the fitted concentration of half-maximal effect; nearly all actives have a fitted effect of over 70% in size; inactives centre near 23
Target sequence (P83916 whole entry, looked up): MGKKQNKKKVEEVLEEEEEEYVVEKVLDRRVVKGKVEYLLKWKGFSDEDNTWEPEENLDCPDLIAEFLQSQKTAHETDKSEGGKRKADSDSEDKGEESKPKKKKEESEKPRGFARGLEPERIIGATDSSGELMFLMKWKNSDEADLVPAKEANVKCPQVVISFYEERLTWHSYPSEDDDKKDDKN
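Compound inhibition of the preformed complex between 50 nM HP1-beta and 50 nM biotinylated H3K9me3 peptide was read by AlphaScreen. Buffer was PBS pH 7.4 with 0.01% Tween-20. Incubations ran 30 min at room temperature, with 10 ug/mL donor/acceptor beads.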
Active calls of the source: *; i = inactive; ? = inconclusive; nt = no result given; [ ] = dose if it differs, or a comment. Unless noted, calls come from the whole dose curve; as a rule, active = well fitted curve in the direction sought with a large enough effect; inconclusive = small, poorly fitted or top-dose-only effect, or another doubt; inactive = no such curve, though single readings can be large; an effect the other way counts as inactive or inconclusive.

JMJD2A Tudor	BAZ2B inh	PGK inhibitor	PI4K2A block	POLH inh	GLS inh	Pin1 inh	G9a block	HP1b binding inh	canonical_smiles
-23.5%	6.4%	-7.1%	-0.9	-12.1%	1.1%	25.7%	-5.9%[2.33 µM]	18.5%	CN(c1ccccc1)S(=O)(=O)c1cccc(NC(=O)c2nn(C)c(=O)c3ccccc23)c1
-14.3%	-11.9%	3.1%	-0.1	-5.1%	19.2%	-8.7%	-0.2%[59 µM]	28.3%	Cc1cccc(C)c1NC(=O)c1oc2ccc3c(c2c1C)C(=O)CC(C)(C)O3
-19.4%	-27.7%	-0.4%	0.5	-13.6%	63.0%[activator]	-4.7%	?	38.5%	COc1ccc(-c2cn[nH]c2-c2ccc(OCC(=O)NN)cc2O)cc1
-17.0%	3.1%	1.3%	8.5	-13.4%	6.6%	-8.5%	9.4%	-6.8%	Cc1ccc2c(c1)C=CC(C)(C)S2(=O)=O
-10.4%	10.2%	-9.1%	-4.9	-12.7%	7.5%	-3.9%	1.5%[12.7 µM]	27.3%	COc1nc(OC)nc(N2CCC(C(=O)NC3CCCCCC3)CC2)n1
-15.4%	12.6%	-5.1%	6.1	1.2%	-0.2%	-2.1%	6.2%[12.7 µM]	6.4%	CC(C)C(=O)Nc1cccc(NC(=O)c2cccnc2)c1
-6.5%	2.3%	-6.1%	5.8	-10.7%	6.1%	1.0%	0.1%[12.7 µM]	12.9%	Nc1nc2ccccc2n1CCN1CCCC1
-13.7%	-12.3%	7.2%	8.8	8.2%	?	7.9%	12.6µM*	15.6%	CCCNC(=O)c1nnsc1S(=O)(=O)c1ccc(Cl)cc1
1.1%	8.2%	-8.1%	1.0	-1.5%	69.5%[activator]	5.0%	-1.8%	34.7%	COc1ccc(NC(=S)N2CCC(C(=O)N3CCCCCC3)CC2)cc1
-13.1%	2.9%	i	3.1	-4.4%	0.9%	-4.8%	7.2%	-3.8%	Cc1cc(NC(=O)CCC(=O)N(Cc2cccs2)C(C)(C)C(=O)NC2CCCCC2)no1
8.4%	6.5%	-6.9%	1.3	-24.0%	-17.1%	-3.6%	28.9%	67.3%[activator]	CCOC(=O)c1cc(C#N)c(N2CCN(C(=O)c3cccc(C(F)(F)F)c3)CC2)nc1C(F)(F)F
-17.8%	3.1%	i	3.1	-1.8%	7.2%	-2.3%	5.2%[2.33 µM]	34.8%	O=C(O)c1ccccc1C(=O)c1ccc(-c2ccccc2)cc1
39.8µM*	-6.2%	-5.9%	2.4	-14.3%	-3.0%	-8.4%	-0.3%[59 µM]	20.8%	O=C(CN1CCN(S(=O)(=O)c2ccc(F)c(Cl)c2)CC1)N1CCNC1=O
nt	nt	-0.9%	-5.9	-4.4%	3.6%	nt	nt	nt	C[C@@H]1CN([C@H](C)CO)C(=O)CCCn2nncc2CO[C@H]1CN(C)S(=O)(=O)c1ccc(-n2cccn2)cc1
-9.3%	-9.2%	-0.3%	1.7	-7.3%	2.8%	3.0%	9.8%[59 µM]	7.8%	COc1ccc(-c2ccnc3c(-c4ccc(F)cc4)c(C)nn23)cc1OC
44.7µM*	20µM*	?	-4.9	7.08µM*	?	?	35.5µM*	?	O=C(CSc1ccsc1[N+](=O)[O-])Nc1cc(F)ccc1F
5.5%	?	-11.0%	2.9	-18.7%	-9.9%	-0.9%	-12.8%[59 µM]	30.5%	O=C1c2ccncc2C(=O)N1Cc1cccc(Cl)c1
-8.4%	nt	5.4%	-1.0	-14.8%	1.8%	7.7%	nt	39.8%[activator]	CC(Oc1ccccc1F)c1nnc(SCC(=O)N(c2ccccc2)C2CCS(=O)(=O)C2)o1 (stereo not given)
-13.9%	2.2%	19.8%	1.4	-20.7%	6.6%	1.1%	-11.5%	15.1%	COc1ccc(Br)cc1/C=C/C(=O)Nc1c(C)cccc1C
-16.6%	-0.9%	nt	-0.2	0.9%	-0.3%	-3.9%	-6.3%[0.501 µM]	17.1%	Cc1ccc(NC(=O)/C(=C/c2cccc([N+](=O)[O-])c2)NC(=O)C2CCCCC2)c(C)c1
20µM*	8.91µM*	3.0%	-13.2	?	-30.4%	60.3%[activator]	50.1µM*	-1.5%	CCN(CC)c1ccc(/C=C2\C(=O)N(c3nnc(C)c(=O)[nH]3)N=C2C)cc1
-25.0%	-31.3%	2.6%	2.1	-20.5%	-2.7%	1.0%	-44.5%	3.1%	CCN(C(=O)COC(=O)c1cc([N+](=O)[O-])ccc1N1CCOCC1)C1CCCCC1
17.1%	8.6%	-3.8%	2.4	-25.4%	-8.6%	1.7%	39.8µM*	63.1%[activator]	O=C(NCc1ccccc1)c1ccc(-c2ccccc2C(F)(F)F)o1
-26.8%[57.1 µM]	nt	-1.5%	-8.6	?	-1.0%	?	nt	-11.2%	CN(C)c1ccc(NC(=O)c2cc3c(=O)n4ccccc4nc3n2C)cc1
-12.9%	2.9%	-2.3%	3.0	-11.7%	-4.2%	-2.5%	nt	26.1%	CCOc1ccc(OCC)c(NC(=O)CNS(=O)(=O)c2cccs2)c1
31.6µM*	35.5µM*	-5.4%	-5.1	-1.4%	-18.5%	40.3%[activator]	3.98µM*	39.8µM*	N#CC1=C(N)N(c2ccc(F)cc2)C2=C(C1c1ccc(O)cc1)S(=O)(=O)CC2 (stereo not given)
-8.6%	6.3%	-5.2%	0.6	-19.8%	3.3%	-2.0%	-3.6%[59 µM]	23.0%	COc1ccc(NC(=O)c2oc3ccc(S(=O)(=O)N(C)C4CCCCC4)cc3c2C)cc1
6.8%	0.5%	1.1%	0.7	-13.2%	4.3%	-12.9%	5.4%[59 µM]	26.2%	Cc1ccc(C)c(NC(=O)CSc2c(C)cnc3c2c(=O)n(C)c(=O)n3C)c1
27.1%	3.7%	1.2%	-0.9	-20.0%	-10.8%	-11.7%	-2.7%	30.2%	N#CCCn1cc(CNC2CCC(O)CC2)c2ccccc21 (stereo not given)
6.7%	-33.7%	-11.8%	3.5	-8.3%	-12.5%	0.8%	-43.4%	30.2%	COCCNC(=S)N(c1ccccc1)C(C)C
nt	nt	-1.3%	1.6	-11.6%	-2.1%	nt	nt	nt	NC(=O)c1ccc(NS(=O)(=O)c2ccc(S(=O)(=O)N3CCCC3)cc2)cc1
-12.6%	7.2%	1.5%	0.8	4.5%	-29.5%	12.8%	-60.8%[59 µM]	6.8%	CC1CN(C(=O)c2ccccc2C(=O)c2ncc[nH]2)CC(C)O1 (stereo not given)
-20.0%	-1.5%	0.1%	2.5	-1.9%	5.3%	5.1%	-35.3%	5.5%	CC(C)c1ccc(NC(=O)CSc2nc(=O)[nH]c3c2CCCC3)cc1
-11.1%	-34.4%	-5.0%	-0.3	-13.5%	13.8%	-10.4%	16.0%[0.501 µM]	21.2%	COc1cccc(NC(=S)NN2CCN(C)CC2)c1
-21.0%	-12.3%	i	0.3	?	0.3%	3.3%	-19.4%	12.9%	COc1ccc(-c2noc(CCC(=O)Nc3cc(OC)ccc3OC)n2)cc1
-9.7%	-0.7%	0.2%	-1.1	-2.5%	-5.6%	3.2%	-24.2%[59 µM]	19.1%	COc1ccc(CCNC(=O)NC2CCCCC2)cc1OC
-4.7%	-5.5%	-7.6%	1.3	-2.8%	2.3%	-5.7%	-0.5%[12.7 µM]	18.3%	Cc1c(NC(=O)c2cccc(NC(=O)c3ccco3)c2)cccc1C(=O)O
17.8µM*	-9.4%	i	2.8	-11.2%	21.2%	2.5%	2µM*	-4.7%	S=c1[nH]nc([C@@H]2C[C@H]2c2ccccc2)n1-c1ccccc1
-25.4%	-12.3%	-7.5%	-4.7	-18.1%	-9.1%	-1.6%	nt	24.9%	CN1CCC(NC(=O)c2cccc(Oc3ccccc3)c2)CC1
?	nt	i	-4.3	-12.1%	14.7%	-3.2%	10µM*	-20.4%	CCCCN(CCCNC(=O)c1cc(Nc2ccc(OC)cc2OC)nc2ccccc12)Cc1ccccc1
-6.2%	-1.4%	-7.4%	1.5	-1.9%	25.7%	2.5%	?	20.8%	N/C(=N\NC(=O)c1cccs1)c1cc2ccccc2oc1=O
?	-4.2%	-1.4%	-6.3	-2.9%	31.3%	-1.8%	?	?	Cc1onc(-c2ccccc2)c1C(=O)NNC(=S)NC(=O)c1ccc(Br)cc1
-5.5%	nt	-0.7%	-16.0	50.1µM*	-0.7%	-4.6%	nt	14.9%	CC1CCCC(C)N1C(=O)COC(=O)c1ccc([N+](=O)[O-])o1 (stereo not given)
3.2%	-2.1%	-10.4%	1.6	-14.3%	1.8%	0.9%	8.2%[2.33 µM]	39.3%[activator]	O=C(Nc1ccccc1)N(C1=NCCCCS1)c1ccccc1
44.7µM*	31.6µM*	3.7%	3.0	-1.3%	0.2%	1.1%	?	?	O=C(c1ccc(N2CCCCC2)c([N+](=O)[O-])c1)N(Cc1ccccc1)c1ccccn1

Screening data (PubChem BioAssay)

This is a subset; count on the stated rates, not on these rows.
